AmpC inh detg: blocks E. coli AmpC beta-lactamase in detergent assay. P00811. AmpC hydrolysis of nitrocefin, absorbance 480 nm, 0.01% Triton. Potency, µM (highest dose often 114 µM), without a hit: at the highest dose activity change, negative = inhibition, most hits filed as inhibitors. 0.041% of 370,000 active. AID 485294;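 further: potency means the concentration at half of the fitted maximal effect; 0% = no-compound wells and -100% = no-enzyme wells; nearly all actives have a fitted effect of over 25% in size; some results filed as inactive show a strong effect at the top dose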
Target sequence (P00811 whole entry, looked up): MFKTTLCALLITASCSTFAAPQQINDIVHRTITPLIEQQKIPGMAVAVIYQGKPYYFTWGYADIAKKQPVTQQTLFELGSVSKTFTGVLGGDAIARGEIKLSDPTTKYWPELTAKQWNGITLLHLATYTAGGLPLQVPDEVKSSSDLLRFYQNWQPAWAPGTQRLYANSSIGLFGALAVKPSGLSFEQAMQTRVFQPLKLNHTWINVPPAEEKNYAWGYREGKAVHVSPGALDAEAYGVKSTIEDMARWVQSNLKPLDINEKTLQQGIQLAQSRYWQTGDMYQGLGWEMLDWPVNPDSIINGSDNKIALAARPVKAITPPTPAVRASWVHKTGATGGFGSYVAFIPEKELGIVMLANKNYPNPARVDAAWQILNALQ
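20 mM phosphate pH 7.0 + 0.01% (detergent screen) or 0.0001% Triton X-100; 5.3 nM AmpC reagent; cpd preinc 15 min RT; nitrocefin (800 uM stock) to start; A480 q20 s × 4 min; Activity was normalised to no-enzyme and no-compound control wells.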
LmPK inh: blocks Leishmania mexicana pyruvate kinase activity. Q27686. purified LmPK, Kinase-Glo ATP luminescence, 1 h. 0.37% of 290,000 active. Potency, µM (series often up to 57.5 µM), without a hit: at the top dose activity change, negative = inhibition, usual class: inhibitors; further: potency means the concentration at half of the fitted maximal effect
Target sequence (Q27686 whole entry, looked up): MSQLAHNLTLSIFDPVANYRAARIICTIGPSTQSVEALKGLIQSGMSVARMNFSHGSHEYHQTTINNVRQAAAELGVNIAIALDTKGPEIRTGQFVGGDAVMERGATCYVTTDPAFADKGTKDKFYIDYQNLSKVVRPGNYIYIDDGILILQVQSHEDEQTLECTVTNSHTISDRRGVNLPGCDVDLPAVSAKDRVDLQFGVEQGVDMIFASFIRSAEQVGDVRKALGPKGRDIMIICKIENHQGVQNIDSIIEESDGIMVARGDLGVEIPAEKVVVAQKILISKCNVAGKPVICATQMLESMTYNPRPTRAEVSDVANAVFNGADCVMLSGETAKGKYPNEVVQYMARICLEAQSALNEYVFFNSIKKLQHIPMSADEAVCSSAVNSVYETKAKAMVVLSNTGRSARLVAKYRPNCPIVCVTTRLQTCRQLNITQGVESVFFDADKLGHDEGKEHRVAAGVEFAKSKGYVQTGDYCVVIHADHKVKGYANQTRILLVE
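Purified LmPK (0.1 nM) with 0.5 mM PEP and 0.1 mM ADP in imidazole buffer pH 7.2 with MgCl2/KCl, 1 h at room temperature. ATP formed was read by luciferase luminescence and normalized to no-enzyme and uninhibited controls.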
HCV inhibitor: HCV inhibition; Huh7.5.1 HCVcc-Cre infection, luciferase reporter, 44 h; Potency, µM (series often up to 41.8 µM), for the others: at the highest dose activity change, negative = inhibition, usual class: inhibitors; 3.4% of 340,000 active; further: potency means the concentration at half of the fitted maximal effect
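Cells (1,000/well) were plated 4 h before compound, then infected with HCVcc-Cre virus (~0.5 moi). After 44 h further culture, infection was read as luciferase luminescence following a 15 min substrate incubation at room temperature.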
TbPYK inhibitor: T. brucei pyruvate kinase inhibition | 0.12% of 410,000 active | TbPYK enzyme, Kinase-Glo Plus ATP luminescence, 45 min | Potency, µM (top dose mostly 76.8 µM), inactives show at the top dose activity, negative = inhibition, usual class: inhibitors | Q57TT1; further: potency means the concentration at half of the fitted maximal effect; nearly all actives have a fitted effect of over 50% in size
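Quantitative HTS: titrated library compounds versus trypanosomal pyruvate kinase in TEA buffer (pH 7.2) containing KCl, MgCl2, BSA and Tween-20. Reactions were initiated with ADP, 130 uM final. Kinase-Glo Plus luminescence was read after 45 min at RT.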
HCMV antiviral: blocks human cytomegalovirus replication. HFF cells, HCMV-luciferase reporter, 72 h; stronger effect = lower value. activity change, negative = inhibition, % at 57.5 µM. 4.5% of 410,000 active. AID 1259415; in the data active means activity change below about -60%; inconclusive means no clear call, values can overlap the other calls; inactive means above about -39%
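Luciferase read-out from HCMV-luciferase-infected HFFs (MOI 1 PFU/cell) 72 h post infection at 37C; compounds added after 16 h cell attachment; activity normalized between buffer-only basal and Salinomycin (10uM) inhibitor controls.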
AmpC inh no detg: AmpC beta-lactamase inhibition without detergent; P00811; AmpC nitrocefin hydrolysis, absorbance 480 nm, 0.0001% Triton; Potency, µM (titrated, usually from 57.1 µM), without a hit: at the highest dose activity change, negative = inhibition, usual class: inhibitors; 0.52% of 330,000 active; AID 485341;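 further: potency means the concentration at half of the fitted maximal effect; plate controls were no compound for no effect and no enzyme for full effect; nearly all actives have a fitted effect of over 20% in size; some results filed as inactive show a strong effect at the top dose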
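20 mM phosphate pH 7.0 + 0.01% (detergent screen) or 0.0001% Triton X-100; 5.3 nM AmpC reagent; cpd preinc 15 min RT; nitrocefin (800 uM stock) to start; A480 q20 s × 4 min; Activity was normalised to no-enzyme and no-compound control wells.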
AMA1-RON2 inh: inhibitors of Plasmodium falciparum AMA1-RON2 interaction; 0.2% of 360,000 active; Potency, µM (titrated, usually from 58.2 µM), for the others: top-dose activity change, negative = inhibition, actives largely listed as inhibitors; AlphaScreen AMA1-biotinylated RON2 peptide binding;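 further: potency means the concentration at half of the fitted maximal effect; 0% = vehicle wells and -100% = peptide control; nearly all actives have a fitted effect of over 45% in size; some results filed as inactive show a strong effect at the top dose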
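AMA1 (3D7) with his tag at 25 nM final met compounds first, then biotinylated RON2 peptide at 25 nM; detection used donor plus acceptor beads, 10 µg/mL apiece, read by AlphaScreen after 30 min at room temperature.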
Active calls of the source: *; ? = inconclusive; nt = not tested or not shown; & = joins results of further samples; [ ] = another dose, or the depositor's remark. Unless noted, the call rests on the fitted dose curve; in most records, active means well fitted curve in the direction sought with a large enough effect; inconclusive means small, poorly fitted or top-dose-only effect, or another doubt; inactive means no such curve, though single readings can be large; an effect the other way counts as inactive or inconclusive. Unless noted, on the % scale 0 is the no-effect control and ±100 the full control effect. Compounds were not picked by outcome. About 7.5% of those tested had a hit in this group.

structure	AmpC inh detg	LmPK inh	HCV inhibitor	TbPYK inhibitor	HCMV antiviral	AmpC inh no detg	AMA1-RON2 inh
Cn1ccnc1C(O)(c1ccccc1)c1nccn1C	-6.4%	0.4%	21.2%	-8.6%	0.0	-8.3%	64.6%[activator]
CC(C)CCNC(=O)CSc1nc2ccccc2c(=O)[nH]1	-3.0%	-1.0%	14.3%	2.4%	29.9	-16.7%	9.6%
CCC(CC)c1nnc(NC(=O)c2ccc(N3CCCCC3)c([N+](=O)[O-])c2)s1	-8.9%	4.2%	-0.9%	4.8%	?	-23.3%	7.7%
COc1cccc(NC(=O)CC2C(=O)NCCN2C(=S)Nc2ccc(F)cc2)c1 (stereo not drawn)	?	4.8%	?	-3.5%	-7.5	15.3%	6.3%
CCOc1ccccc1-c1nc(SCC(=O)O)n[nH]1	-10.4%	0.8%	8.8%	-2.1%	-21.8	-17.1%	13.5%
Cc1c(OCC(=O)N(C)C)ccc2c3c(c(=O)oc12)CCCCC3	-1.5%	3.9%	?	-7.5%	?	63.9%[activator]	-5.6%
O=c1c2oc3ccccc3c2n(Cc2ccc(Cl)cc2)c(=O)n1Cc1ccccc1	15.3%	nt	nt	-6.4%	-3.1	nt	nt
Cc1cc(C)c(S(C)(=O)=O)c(N(C)NC(=O)c2c(F)cccc2F)n1	-13.1%	0.1%	14.5%	-6.0%	-6.1	-9.1%	7.8%
COC(=O)C1=C(c2cccc(C#N)c2)C[C@@H]2CC[C@H]1N2C(=O)NCc1cc(C)oc1C(F)(F)F	5.0%	nt	?	-3.3%	-71.0*	50.7%	4.8%
O=C(CNC(=O)c1ccco1)Nc1ccc(Br)cc1	5.1%	0.8%	5.4%	5.2%	6.9	-16.0%	7.4%

Next part; the last 2 above are carried over.
structure	AmpC inh detg	LmPK inh	HCV inhibitor	TbPYK inhibitor	HCMV antiviral	AmpC inh no detg	AMA1-RON2 inh
COC(=O)C1=C(c2cccc(C#N)c2)C[C@@H]2CC[C@H]1N2C(=O)NCc1cc(C)oc1C(F)(F)F	5.0%	nt	?	-3.3%	-71.0*	50.7%	4.8%
O=C(CNC(=O)c1ccco1)Nc1ccc(Br)cc1	5.1%	0.8%	5.4%	5.2%	6.9	-16.0%	7.4%
CC1(C)CC2CC(C)(CN2C(=O)c2ccc([N+](=O)[O-])cc2[N+](=O)[O-])C1 (stereo not drawn)	-5.3%	-1.4%	11.1%	-2.9%	-9.1	19.0%	0.1%
O=C(COC(=O)CNC(=O)c1ccc(Cl)c([N+](=O)[O-])c1)NNC(=O)c1cccs1	-1.5%	nt	-5.1%	-9.2%	-18.9	-18.3%	9.4%
CCOC(=O)C1CCN(c2c(N3CCCC(C(=O)OCC)C3)c(=O)c2=O)CC1 (stereo not drawn)	?	-1.1%	-0.5%&21.5%	0.0%	-19.7	-12.9%	4.8%
Cc1ccc(CN2CCc3nc(N4CCN(C)CC4)ncc3C2)s1	8.0%	nt	nt	-15.5%	3.7	nt	nt
CCC1(C)Cc2c(sc3[nH]c(=O)[nH]c(=O)c23)CS1 (stereo not drawn)	-10.6%	2.2%	2.6%	?	15.3	-22.4%	-6.2%
COc1cc(/C=N/OCC(=O)NC2CCCCC2C)ccc1OCc1ccc(Cl)cc1 (stereo not drawn)	0.2%	1.3%	?	-1.1%	?	-19.0%	-12.8%
Cc1cc2c(c(=O)o1)C(CC(C)C)C(C#N)=C(N)O2 (stereo not drawn)	-21.3%	8.4%	11.4%	-13.0%	19.8	-11.9%	7.4%
CC(CCc1ccccc1)NCC#N (stereo not drawn)	1.2%	2.6%	15.2%	3.1%	-61.1*	-9.2%	-11.3%
Cc1cc(C)cc(-n2c(O)c(C=NC3CCS(=O)(=O)C3)c3ccccc3c2=O)c1 (stereo not drawn)	6.4%	-4.1%	7.1%	-1.0%	62.1	18.4%	5.7%
Nc1c(N(CCO)C(=O)C2CCCCC2)c(=O)[nH]c(=O)n1Cc1ccccc1	5.8%	2.7%	9.5%	-3.3%	19.0	-17.4%	49.8%[activator]
CNC(CC(C)C)C(=O)NC1C(=O)NC(CC(N)=O)C(=O)NC2C(=O)NC3C(=O)NC(C(=O)NC(C(=O)O)c4cc(O)cc(O)c4-c4cc3ccc4O)C(O)c3ccc(c(Cl)c3)Oc3cc2cc(c3OC2OC(CO)C(O)C(O)C2OC2CC(C)(N)C(O)C(C)O2)Oc2ccc(cc2Cl)C1O (stereo not drawn)	nt	nt	-9.5%	1.6%	18.3	nt	129.3%[activator]
CC[C@H](C)[C@H](NC(=O)OCc1ccccc1)C(=O)OCC(=O)N1CCN(c2ccc(OC)cc2)CC1	nt	nt	12.6µM*	3.9%	30.9	nt	-13.5%
c1ccc(N2CCN(c3nc(-c4ccccn4)nc4ccccc34)CC2)cc1	-3.2%	4.8%	3.16µM*	-20.3%	-99.4*	89.0%[activator]	-10.7%
O=C1c2ccccc2C(=O)N1Cc1nc2ccccc2c(=O)n1CCCN1CCOCC1	-5.7%	1.0%	20.7%	8.8%	-23.5	3.0%	-2.1%
COc1cc(Nc2ncc3c(n2)CCN(Cc2ccc(OC(C)C)c(OC)c2)C3)cc(OC)c1	-11.4%	nt	nt	2.4%	26.7	nt	nt
CS(=O)(=O)N(CC(=O)Nc1ccc2c(c1)OCCO2)Cc1ccccc1	2.1%	-1.7%	5.2%	-14.6%	27.5	-18.6%	2.2%
Cc1ccc(C)c(N(C(=O)Cn2nnc3ccccc32)C(C(=O)NC(C)(C)C)c2ccsc2)c1 (stereo not drawn)	-23.9%	0.7%	?	-5.5%	-77.7*	2.5%	1.9%
CC(C)CN(CC(C)C)C(=O)COc1ccccc1C(N)=O	-5.8%	-5.2%	7.5%	2.8%	-25.9	-10.8%	5.7%
CCCCC(=O)NC(=S)Nc1c(C)cc(Br)cc1C	1.9%	3.9%	-11.7%	-22.2%	-26.7	-17.0%	67.5%[activator]
COc1ccc(Cl)cc1NC(=O)CCN1CCOCC1	-5.0%	0.4%	-12.2%	0.2%	-16.9	-1.3%	6.9%
CCCCN(C(=O)c1cccc(-n2cccc2)c1)c1c(N)n(Cc2ccccc2)c(=O)[nH]c1=O	?	nt	-22.9%	nt	-25.6	-41.1%	nt
COc1ccccc1OCCSc1nnc(CNC(=O)c2ccco2)n1C	3.2%	-1.4%	11.7%	-3.8%	24.9	7.3%	3.8%
Cc1cc(C)c(NC(=O)Cn2c(=O)c3cccn3c3ccccc32)c(C)c1	4.5%&17.6%	-6.7%	-20.7%	2.7%&0.9%	-14.1&8.0	-4.0%	4.8%
COc1cccc(-c2nc(SCC(=O)NCC3CCCO3)c(-c3ccc(Cl)cc3)[nH]2)c1 (stereo not drawn)	6.0%	nt	nt	-0.3%	-21.1	nt	nt
CC1(C)CC(=O)CC(=O)/C1=N\Nc1c(Cl)cc(Cl)cc1Cl	-4.0%	2.7%	-0.7%	-2.4%	?	-14.3%	-1.8%[2.32 µM]
c1ccc2cc(-c3cc4ccccn4c3)ccc2c1	-12.7%	-1.1%	21.4%	0.0%	83.1	-36.6%	5.9%
CCCNC(=O)Nc1cc(S(=O)(=O)CC)ccc1O	3.2%	-2.5%	5.9%	-1.1%	-5.8	-5.9%	3.4%
CCCCn1c(N)c(N(CCOC)C(=O)COC(=O)COc2ccc(CC)cc2)c(=O)[nH]c1=O	?	nt	-5.1%	-1.6%	-0.3	-7.8%	2.4%
O=C(COC(=O)c1nc(Cl)ccc1Cl)NCc1cccs1	-17.7%	nt	10.6%	2.1%	-16.8	-15.7%	-7.3%
Cc1cc(CNC(=O)CC2C(=O)NCCN2Cc2ccccc2C(F)(F)F)nn1C (stereo not drawn)	-3.7%	-6.0%	3.7%	1.0%	-2.3	36.0%	33.3%
CCOC(=O)C1CCN(Cc2cnc(Oc3ccc(OC)cc3)s2)CC1	9.0%	0.9%	5.7%	-7.7%	11.4	96.8%[activator]	3.9%
COc1ccccc1-c1cc(C(F)(F)F)nc(S(C)(=O)=O)n1	-5.7%	2.7%	?	-4.0%	-104.3*	-11.2%	9.8%
CCCCSc1nc(N)nc2c1ncn2C1OC(CO)C(O)C1O (stereo not drawn)	nt	nt	-18.6%	-5.1%	-15.2	nt	-0.1%
O=C(Cn1cccc1)N1CCc2ccccc21	-9.8%	2.9%	23.0%	-14.1%	82.4	-23.2%	0.0%
CCC(C)(C)NC(=O)CN(Cc1cccs1)C(=O)CNS(=O)(=O)c1ccc(C)cc1	-15.9%	3.3%	1.0%	-0.4%	2.1	-15.2%	36.7%[activator]
Cc1oc(-c2cccs2)nc1CN1CCN(C(C)C)C(CCO)C1 (stereo not drawn)	3.8%	0.8%	-3.3%	-4.3%	-30.0	-11.8%	-12.9%
CCOc1ccc(S(=O)(=O)NCc2ccc3c(c2)CCN3C(=O)c2ccc(C)cc2)cc1	-4.8%	nt	nt	-2.2%	?	nt	nt
c1ccc(C[C@H]2CNCCN2CCCCC2CCCCC2)cc1	-10.4%	nt	?	3.2%	-9.2	54.8%	?
COCCNC(=O)/C(C#N)=C/c1ccc(OC(=O)c2cccs2)c(OC)c1	-11.3%	-2.8%	5.9%	-23.6%	-17.2	78.3%[activator]	-17.6%
N=c1c(C(=O)NCC2CCCO2)cc2c(=O)n3ccccc3nc2n1Cc1ccc(Cl)cc1 (stereo not drawn)	0.7%	8.8%	?	4.1%	-83.3*	22.2%	17.5%
Nc1cc(=O)[nH]c(SCC(=O)Nc2nnc(-c3ccccc3)s2)n1	3.6%	2.7%	9.6%	-1.9%	-36.5	-27.6%	0.6%
O=C(OCCCc1cc2ccccc2c(=O)o1)c1ccc2c(c1)OCO2	2.9%	nt	-4.1%	1.6%	-12.1	-18.4%	3.2%
